MITF TRPM1 inh – reduces MITF-dependent TRPM1 promoter luciferase signal; inhibition, % at 12.5 µM; SK-MEL-5 TRPM1 promoter luciferase, 24 h; 0.83% of 330,000 active;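 active = mean inhibition across replicates of 60% or more, whatever share of single replicates reaches that level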; also: values of inactives mirror those of a sister screen read the other way
HIF-2a inh – inhibitors of HIF-2a; 786-0 RCC cells HIF-2a reporter, luciferase luminescence, overnight; inhibition, % at 18.8 µM; 0.72% of 360,000 active; AID 624352;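 active = inhibition of the luminescence signal of 40% or more relative to plate controls, in a single-dose primary screen at 18.75 µM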
hiPSC survival – increases survival of single human iPS cells; 0.044% of 360,000 active; survival enhancement, % at 20 µM; hiPSC single-cell survival, ATPlite luminescence; 100% = ROCK inhibitor wells, 0% = DMSO; in the data active = survival enhancement above about 18%;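 also: cells exposed to compounds for 16 hours before the ATP read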
C8 TRAIL sens – sensitizes caspase-8 expressing cells to TRAIL; NB7+C8 cells + TRAIL, ATPlite viability luminescence; inhibition (viability loss, TRAIL sensitization), % at 10 µM; 1% of 360,000 active;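 active = compounds causing at least 50% loss of cell viability in the single-dose screen, relative to plate controls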
NR2E3 ag-1 – activates human NR2E3 receptor. inhibition of corepressor binding, % at 3.98 µM. Q9Y5X4. CHO-S Gal4-NCOR/VP16-NR2E3 two-hybrid, luciferase. AID 602229. 0.35% of 360,000 active;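 active = inhibition above the mean of all tested compounds plus 3 SD, cut at about 70% in these data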;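 also: 0% = DMSO with NR2E3 transfected cells and 100% = cells lacking NR2E3 construct; higher means lower luciferase signal from less NR2E3 corepressor binding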
Target sequence (Q9Y5X4 whole entry, looked up, the tested form may be a part): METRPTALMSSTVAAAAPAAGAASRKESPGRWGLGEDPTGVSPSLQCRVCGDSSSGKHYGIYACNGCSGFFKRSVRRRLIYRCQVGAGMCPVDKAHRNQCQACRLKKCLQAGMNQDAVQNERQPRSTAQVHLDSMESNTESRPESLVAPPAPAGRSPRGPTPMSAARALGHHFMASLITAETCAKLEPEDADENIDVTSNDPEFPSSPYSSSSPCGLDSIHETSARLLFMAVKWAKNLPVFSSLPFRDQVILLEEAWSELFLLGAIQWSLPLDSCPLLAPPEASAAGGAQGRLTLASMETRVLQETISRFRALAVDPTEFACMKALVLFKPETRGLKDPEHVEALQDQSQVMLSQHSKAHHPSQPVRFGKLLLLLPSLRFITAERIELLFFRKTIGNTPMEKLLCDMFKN
CF NFkB block – inhibitors of cystic fibrosis induced NF-kB; KKLEB NF-kB-GFP reporter, PAF-induced, GFP fluorescence overnight; inhibition, % at 5 µM; 0.86% of 360,000 active;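 active = at least 50% inhibition at 5 µM, scaled per plate between neutral and stimulator controls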;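 also: PAF is a Pseudomonas aeruginosa culture filtrate used as stimulus; plate controls were PAF-stimulated DMSO wells for no effect and unstimulated DMSO wells for full effect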
KKLEB cytotox – CF airway cell cytotoxicity counter-screen. KKLEB CF airway cells viability, ATPlite luminescence, overnight; hits give low values; cells stimulated with P. aeruginosa culture filtrate. activity change (cytotoxicity), % at 5 µM. 0.36% of 360,000 active;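 active = corrected activity change at or below -50% at 5 µM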
Peg3 promoter – Peg3 promoter activity inhibition; AID 588405; inhibition, % at 20 µM; HeLa PEG-Prom luciferase reporter, luminescence, overnight; 1.7% of 360,000 active;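 active = inhibition of at least 50% at 20 µM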
EBV LMP1 NFkB – Epstein-Barr LMP1 NF-kappaB reporter inhibition | LMP1-induced NF-kappaB luciferase reporter cells, luminescence | inhibition, % at 12.5 µM | 0.69% of 350,000 active | AID 504558; in the data active = inhibition above about 41%;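 also: 0% = neutral control wells and 100% = reference inhibitor control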
Shn3 3UTR inh – reduces Shn3 3'UTR luciferase signal in osteoblasts; Clone20 osteoblast Shn3 3'UTR firefly luciferase, 24 h; inhibition, % at 12.5 µM; 0.52% of 360,000 active; AID 588674;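 active = mean inhibition of at least 75% with every replicate also reaching 75%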;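 also: 0% = median of neutral control wells and 100% = pilot-screen positive control compound; some compounds past the cut are filed as inactive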
NR2E3 ag-2 – activates human photoreceptor nuclear receptor NR2E3 | inhibition of corepressor binding, % at 4.78 µM | AID 2300 | GST-NR2E3/biotin-RetCOR TR-FRET, 1536-well | Q9Y5X4 | 0.12% of 320,000 active;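 active = percent inhibition above the cutoff of mean plus 3 SD of all tested compounds, set per screening campaign, cut at about 20% in these data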;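 also: 0% = DMSO wells and 100% = biotin wells as full block of FRET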
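Assay system: NR2E3–RetCOR corepressor complex. Quantity: 1.35 nM GST-NR2E3. Buffer or medium: pH 7.5 Tris-based buffer. Reagent: biotinylated RetCOR corepressor at 7 nM final. Schedule: 5 h at 4 °C. Detection: TR-FRET, emission read at 617 and 671 nm. Replicates: one well per compound, singlicate testing.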
An asterisk follows results filed as active; x = not tested or not shown.

entry | Structure | MITF TRPM1 inh | HIF-2a inh | hiPSC survival | C8 TRAIL sens | NR2E3 ag-1 | CF NFkB block
1 | COc1ccccc1CNC(=O)COC(=O)c1cc(C)nc2ccccc12 | 9 | 1 | -0.4 | -33 | -14 | 19
2 | CCN(CC)C(=O)CSc1ccc(C(F)(F)F)cc1[N+](=O)[O-] | -9 | 12 | 0.1 | -3 | -9 | 11
3 | CC(C)c1ccc(N(CC(=O)NCc2ccc(F)cc2)C(=O)c2snc(C(N)=O)c2N)cc1 | 10 | -2 | 0.5 | 8 | -28 | 6
4 | CCN1CCN(c2ccc(NC(=O)COc3ccccc3Cl)cc2)CC1 | 12 | -27 | 0.4 | 17 | -30 | 8
5 | Cc1ccc(NC(=O)CSc2nc3c([nH]c4ccccc43)c(=O)n2C)cc1 | x | 10 | -1.9 | 21 | -8 | 2
6 | O=C(Nc1nonc1NC(=O)C1CCCCC1)C1CCCCC1 | 4 | 26 | 3.1 | -3 | -9 | 14
7 | COc1ccccc1/C=C1\SC(=S)N(C(C(=O)O)c2ccccc2)C1=O (configuration not stated) | 8 | 10 | -0.5 | 9 | -9 | 1
8 | CN(C)c1ccc(/C=N/Nc2ccc(-n3ccnc3)nn2)cc1 | -25 | -32 | 2.0 | -1 | -41 | -4

entry | KKLEB cytotox | Peg3 promoter | EBV LMP1 NFkB | Shn3 3UTR inh | NR2E3 ag-2
1 | 0 | -1 | 1 | -8 | x
2 | -6 | 19 | -8 | 10 | 2
3 | 3 | 5 | -4 | 23 | 6
4 | -4 | -28 | 33 | 4 | 2
5 | 6 | 54* | -40 | 45 | -2
6 | -11 | 32 | 9 | 26 | -2
7 | 0 | 11 | -2 | -4 | 4
8 | -7 | -20 | -9 | -27 | -3

The list goes on:
entry | Structure | MITF TRPM1 inh | HIF-2a inh | hiPSC survival | C8 TRAIL sens | NR2E3 ag-1 | CF NFkB block
9 | CC/C(C)=N/Nc1nc2c(c(=O)[nH]c(=O)n2C)n1CCc1ccccc1 | -7 | 21 | 3.5 | -6 | 13 | 11
10 | COc1ccc(C2C(C(=O)Nc3cc(OC)c(OC)c(OC)c3)c3ccccc3C(=O)N2C)cc1 (configuration not stated) | 18 | 20 | 0.1 | 19 | -25 | 34
11 | O=C(N/N=C\C=C\c1ccco1)C1COc2ccccc2O1 (configuration not stated) | 1 | -38 | 1.1 | -1 | -13 | -20
12 | CC(C)NC(=O)C1(O)c2ccccc2NC(=O)N1c1ccc(Cl)c(Cl)c1 (configuration not stated) | -12 | 9 | 3.5 | -2 | -10 | 0
13 | CC(C)C[C@H](N)c1cn([C@@H](Cc2cc3ccccc3[nH]2)C(=O)N2CCNCC2)nn1 | -26 | 10 | -1.5 | -3 | -27 | -18
14 | COc1ccc(N2CCN(C(c3ccco3)c3sc4nc(C)nn4c3O)CC2)cc1 (configuration not stated) | 10 | 13 | -3.1 | -10 | 0 | 9
15 | CN(C)S(=O)(=O)c1cccc(NC(=S)NNC(=O)c2cc3ccccc3cc2O)c1 | 15 | -24 | 0.5 | -13 | -31 | -3
16 | COc1ccc(OC)c(NC(=O)c2cccc(NC(=O)c3ccccc3)c2)c1 | 10 | -24 | -0.3 | 1 | -23 | 13

entry | KKLEB cytotox | Peg3 promoter | EBV LMP1 NFkB | Shn3 3UTR inh | NR2E3 ag-2
9 | -8 | 8 | -8 | 15 | 4
10 | -19 | 9 | 8 | 16 | 4
11 | -2 | -4 | -20 | -3 | -3
12 | 13 | 14 | -5 | -52 | 1
13 | -8 | -11 | -5 | -7 | 2
14 | -17 | 13 | -10 | 23 | -1
15 | -38 | -5 | -2 | -12 | 2
16 | 3 | -6 | 1 | 2 | 2

Arranged by count of non-hydrogen atoms (rising): part of the list above.
entry | Structure | MITF TRPM1 inh | HIF-2a inh | hiPSC survival | C8 TRAIL sens | NR2E3 ag-1 | CF NFkB block
11 | O=C(N/N=C\C=C\c1ccco1)C1COc2ccccc2O1 (configuration not stated) | 1 | -38 | 1.1 | -1 | -13 | -20
8 | CN(C)c1ccc(/C=N/Nc2ccc(-n3ccnc3)nn2)cc1 | -25 | -32 | 2.0 | -1 | -41 | -4
7 | COc1ccccc1/C=C1\SC(=S)N(C(C(=O)O)c2ccccc2)C1=O (configuration not stated) | 8 | 10 | -0.5 | 9 | -9 | 1
5 | Cc1ccc(NC(=O)CSc2nc3c([nH]c4ccccc43)c(=O)n2C)cc1 | x | 10 | -1.9 | 21 | -8 | 2
16 | COc1ccc(OC)c(NC(=O)c2cccc(NC(=O)c3ccccc3)c2)c1 | 10 | -24 | -0.3 | 1 | -23 | 13
13 | CC(C)C[C@H](N)c1cn([C@@H](Cc2cc3ccccc3[nH]2)C(=O)N2CCNCC2)nn1 | -26 | 10 | -1.5 | -3 | -27 | -18
3 | CC(C)c1ccc(N(CC(=O)NCc2ccc(F)cc2)C(=O)c2snc(C(N)=O)c2N)cc1 | 10 | -2 | 0.5 | 8 | -28 | 6
10 | COc1ccc(C2C(C(=O)Nc3cc(OC)c(OC)c(OC)c3)c3ccccc3C(=O)N2C)cc1 (configuration not stated) | 18 | 20 | 0.1 | 19 | -25 | 34

entry | KKLEB cytotox | Peg3 promoter | EBV LMP1 NFkB | Shn3 3UTR inh | NR2E3 ag-2
11 | -2 | -4 | -20 | -3 | -3
8 | -7 | -20 | -9 | -27 | -3
7 | 0 | 11 | -2 | -4 | 4
5 | 6 | 54* | -40 | 45 | -2
16 | 3 | -6 | 1 | 2 | 2
13 | -8 | -11 | -5 | -7 | 2
3 | 3 | 5 | -4 | 23 | 6
10 | -19 | 9 | 8 | 16 | 4

(continued)
entry | Structure | MITF TRPM1 inh | HIF-2a inh | hiPSC survival | C8 TRAIL sens | NR2E3 ag-1 | CF NFkB block
17 | CN(CC(=O)Nc1cccc(F)c1)C(=O)c1ccncc1 | 7 | 9 | -0.5 | 11 | 15 | 14
18 | CCc1cccc(NC(=O)COC(=O)CSc2ccc(C)cc2)c1 | x | 1 | 2.5 | 14 | -12 | 1
19 | CCOC(=O)N1CCN(Cc2cc(=O)oc3ccc4ccccc4c23)CC1 | -10 | 26 | 0.8 | 2 | -5 | -17
20 | COc1cc(/C=N/NC(=O)CNC(=O)c2ccncc2)ccc1O | -13 | 12 | 0.3 | -6 | -16 | 5
21 | Cc1nnc(NC(=O)CSc2nnc(-c3ccco3)o2)s1 | -8 | 5 | 0.3 | 0 | -30 | 15
22 | COc1cc(/C=C2\SC(=Nc3ccccc3OC)NC2=O)ccc1O | 46 | 16 | -0.4 | 15 | -7 | 51*
23 | CCCCN(C(=O)C1CC(=O)N(c2ccc3c(c2)OCCO3)C1)c1c(N)n(CCC)c(=O)[nH]c1=O (configuration not stated) | 4 | 7 | 0.2 | -6 | -4 | 10
24 | COc1ccc(OC)c(NC(=O)Cn2c(CCC(=O)O)ccc2-c2ccc(C)cc2)c1 | -2 | 1 | 3.0 | -4 | 3 | 7

entry | KKLEB cytotox | Peg3 promoter | EBV LMP1 NFkB | Shn3 3UTR inh | NR2E3 ag-2
17 | -16 | 11 | 1 | 5 | -1
18 | 6 | 5 | -1 | -5 | x
19 | 3 | 22 | 4 | 1 | 1
20 | 17 | 23 | 7 | 11 | 4
21 | 7 | 5 | -10 | -13 | 4
22 | -31 | 64* | 1 | -11 | 3
23 | 5 | 6 | 5 | 3 | x
24 | 8 | 8 | 4 | -14 | 1

(list continues)
entry | Structure | MITF TRPM1 inh | HIF-2a inh | hiPSC survival | C8 TRAIL sens | NR2E3 ag-1 | CF NFkB block
25 | O=C(OCn1nnc2ccccc2c1=O)c1cccc(S(=O)(=O)N2CCOCC2)c1 | 8 | 17 | 0.9 | -11 | -28 | 3
26 | COc1cccc(N(CC(=O)Nc2ccccc2C)S(C)(=O)=O)c1 | 1 | 15 | -1.0 | 6 | -2 | 6
27 | O=C1C=C(NC2CC2)C2(CCCCC2)O1 | -7 | -2 | 4.8 | -8 | -17 | -6
28 | CCN(CC)C(=O)CCCSc1nnc(Nc2ccccc2F)s1 | -46 | -219 | -1.1 | 9 | -129 | -1
29 | COc1ccc(-c2cc(C(F)(F)F)nc(S(C)(=O)=O)n2)cc1OC | 48 | 94* | -3.9 | 9 | -7 | 91*
30 | COc1ccccc1C(=O)Nc1ccnn1C1CCN(CCCc2ccccc2)CC1 | -3 | 8 | -0.3 | -3 | -2 | -8
31 | Cc1ccc(C(=O)N2C(=O)c3cccc(N)c3C2=O)o1 | 2 | -38 | -0.7 | -4 | -26 | -36
32 | COc1ccc(C)cc1N(CC(=O)O)S(=O)(=O)c1ccc(C)cc1 | -8 | 14 | -0.2 | -4 | -2 | 3

entry | KKLEB cytotox | Peg3 promoter | EBV LMP1 NFkB | Shn3 3UTR inh | NR2E3 ag-2
25 | 19 | 3 | 18 | 15 | 0
26 | 2 | 7 | 5 | -16 | -4
27 | 2 | 14 | -2 | 5 | 1
28 | -18 | -198 | -19 | -56 | -3
29 | -78* | 104* | -13 | 71 | 2
30 | -7 | 20 | 0 | -2 | 1
31 | 7 | -8 | -2 | 2 | 2
32 | 12 | 7 | 6 | 0 | -1

Next section
entry | Structure | MITF TRPM1 inh | HIF-2a inh | hiPSC survival | C8 TRAIL sens | NR2E3 ag-1 | CF NFkB block
33 | CC(C)n1c(SCC(=O)Nc2ccccc2N2CCOCC2)nc2c1c(=O)n(C)c(=O)n2C | -7 | 10 | 4.4 | 0 | -13 | -2
34 | CCSc1nc2c(c(=O)[nH]c(=O)n2C)n1C | -6 | 13 | 1.6 | -21 | -7 | -3
35 | CN(C)c1ccc(C(CC(=O)O)NC(=O)c2ccc(Cl)cc2)cc1 (configuration not stated) | -6 | 6 | 1.0 | 5 | 20 | -14
36 | Cc1ccc(C(=O)NC(=S)N2CCN(C(=O)OC(C)(C)C)CC2)cc1Br | 1 | 20 | 0.5 | 17 | -19 | -15
37 | Cc1ccccc1CSc1nnc(C)c(=O)n1N | -1 | -4 | -0.1 | -1 | 8 | 12
38 | Cc1c(Cl)c([N+](=O)[O-])nn1CCCC(=O)Nc1sc2c(c1C#N)CCC2 | 18 | -17 | -0.8 | -3 | -6 | -24
39 | O=C(Nc1ccccc1Cl)C(Cl)C(=O)c1ccccc1 (configuration not stated) | -21 | -35 | -1.3 | -1 | -8 | -9
40 | CC(C)N(C(=O)CSc1nnc(CSc2ncccn2)n1C)C(C)C | 15 | 16 | -0.4 | -5 | 0 | -21
41 | COc1ccc(/C=C/C(=O)NCc2ccc(F)cc2)cc1S(=O)(=O)N1CCOCC1 | -8 | 12 | -0.1 | -12 | -12 | 6
42 | O=C(CSCc1ccccc1Cl)NNC(=O)c1ccccc1 | -2 | 1 | 1.1 | -31 | -10 | 2

entry | KKLEB cytotox | Peg3 promoter | EBV LMP1 NFkB | Shn3 3UTR inh | NR2E3 ag-2
33 | 8 | 5 | 1 | 5 | -2
34 | 4 | -8 | 2 | 30 | -1
35 | 0 | 12 | 0 | 4 | 0
36 | 5 | 13 | -1 | 8 | 0
37 | -4 | -16 | 4 | 2 | -3
38 | 2 | 20 | -26 | 11 | 0
39 | 8 | -28 | -2 | -7 | x
40 | -4 | 8 | -3 | 2 | 0
41 | -3 | 9 | 3 | 18 | 1
42 | 0 | 5 | 7 | -7 | 4

Screening results as filed in PubChem.

An excerpt; the hit share may differ from the screen's.
